tim23-1 inh: tim23-1 yeast growth inhibition; S. cerevisiae tim23-1 growth, BacTiter-Glo luminescence, 24 h; inhibition, % at 20 µM; actives 1.3% (n = 330,000); AID 463212;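 active = growth inhibition of the mutant yeast at or above 50%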;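 also: temperature-sensitive mutant grown at 25 °C; plate controls were DMSO-treated mutant yeast for no effect and medium wells lacking yeast for full effect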
UPR XBP1 act: activators of adaptive arm of unfolded protein response (XBP1) | actives 0.33% (n = 330,000) | activation, % at 20 µM | CHO-XBP1 luciferase reporter, IRE1-XBP1 UPR activation, luminescence; percent of tunicamycin response, DMSO as zero;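 active = versus positive control, 20 µM dose yields 30% or more activation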;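 also: 100% = tunicamycin at 10 µg/mL and 0% = DMSO only wells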
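Material: CHO-XBP1 cells stably carrying IRE1-XBP1-driven luciferase reporter / Amount: 1000 cells per well / Compound: 20 µM, 1% DMSO / Times: 6 h treatment, 37 °C / Detection: luciferase luminescence / Measure: % activation of reporter signal versus tunicamycin and DMSO controls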
APJ antag: antagonists of human APJ apelin receptor | P35414 | CHO-K1 APJ beta-arrestin complementation, luminescence | inhibition, % at 20 µM | actives 0.32% (n = 330,000) | AID 2521;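 active = inhibition above about 40% at 20 µM, limit read from the data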;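 also: cells challenged with 10 nM apelin-13 agonist together with compound; plate controls were apelin-13 plus DMSO wells for no effect and DMSO wells lacking apelin-13 for full effect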
Target sequence (P35414 whole entry, looked up): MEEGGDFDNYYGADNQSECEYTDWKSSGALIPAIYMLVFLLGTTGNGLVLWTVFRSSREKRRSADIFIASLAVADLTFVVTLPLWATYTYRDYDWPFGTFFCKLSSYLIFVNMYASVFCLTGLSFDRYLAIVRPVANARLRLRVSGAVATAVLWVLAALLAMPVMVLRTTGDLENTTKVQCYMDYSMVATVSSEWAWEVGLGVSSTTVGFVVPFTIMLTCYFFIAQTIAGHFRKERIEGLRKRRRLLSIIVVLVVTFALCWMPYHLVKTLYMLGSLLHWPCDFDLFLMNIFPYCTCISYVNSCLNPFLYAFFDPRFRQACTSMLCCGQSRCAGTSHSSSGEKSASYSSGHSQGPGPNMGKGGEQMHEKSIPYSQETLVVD
UPR CHOP act: apoptotic UPR (CHOP) activation; CHO-CHOP luciferase reporter, luminescence; percent of tunicamycin response over DMSO baseline; activation, % at 10 µM; actives 0.34% (n = 330,000); AID 449763;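 active = at 10 µM dose, activation of 40% or more, normalized to positive control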;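 also: 100% = tunicamycin at 10 µg/mL and 0% = DMSO alone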
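Assay system: CHO-CHOP cells, stable luciferase reporter of PERK-eIF2a-CHOP signalling / Buffer or medium: F12 plus 10% serum / Compound dosing: one dose, 10 µM in 0.5% DMSO / Times: 6 h compound treatment, 37 °C / Technique: luciferase luminescence / Read-out: % reporter activation, DMSO baseline versus tunicamycin full activation / Benchmarks: tunicamycin and DMSO controls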
Mdm2-MdmX inh: inhibitors of human Mdm2/MdmX interaction; actives 3% (n = 330,000); inhibition, % at 8 µM; AID 485346; SaOS-2 split-luciferase Mdm2/MdmX complementation, luminescence; O15151+Q00987;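 active = inhibition of at least 50% at 8 µM in the primary screen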
697 NFkB inh: inhibitors of the PMA/ionomycin-induced NF-kB reporter in 697 B cells. inhibition, % at 4 µM. AID 435022. actives 0.33% (n = 330,000). 697 B-cell NF-kB luciferase reporter, 16 h; in the data active = inhibition above about 35%
Jurkat NFkB inh: inhibitors of the PMA/ionomycin-induced NF-kB reporter in Jurkat cells; AID 435003; inhibition, % at 4 µM; PMA/ionomycin-induced NF-kB luciferase reporter, luminescence; actives 0.53% (n = 330,000); in the data active = inhibition above about 50%
APJ ag: APJ receptor agonism; P35414; CHO-K1 APJ PathHunter beta-arrestin, luminescence; 0% DMSO wells, 100% apelin; activation, % at 20 µM; actives 0.11% (n = 330,000); AID 2520;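 active = activation more than six SD over the plate average, tested at 20 µM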;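 also: 0% = DMSO alone and 100% = apelin-13 at 10 nM; some results filed as inactive read as strong as hits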
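Incubation: overnight seeding, 90 min compound at 25 °C, 1 h detection; test system: PathHunter CHO-K1 APJ (AGTRL-1) beta-arrestin reporter cells; amount: 1000 cells/well; doses: one dose, 20 µM compound, 1% DMSO; measured by: beta-gal luminescence; measure: agonist-driven arrestin binding to APJ; benchmarks: negative DMSO alone, positive Apelin-13 at 10 nM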
Active calls of the source: *.

Start of the data: the first five records, ahead of the listing:
SMILES | tim23-1 inh | UPR XBP1 act | APJ antag | UPR CHOP act | Mdm2-MdmX inh | 697 NFkB inh | Jurkat NFkB inh | APJ ag
Cn1nnc(NC(=O)COc2ccc(C3CCCCC3)cc2)n1 | 13 | 0 | 24 | 3.3 | 5 | 14 | 20 | 1
CCC(C)C1=CC(=Nc2c(C)n(C)n(-c3ccccc3)c2=O)C=C(C(C)CC)C1=O (configuration not stated) | 27 | -3 | 9 | 1.3 | 6 | 0 | 15 | -6
OC(c1ccccc1)c1nc2ccccc2s1 (configuration not stated) | 7 | 1 | -29 | 1.6 | 22 | -22 | -38 | -3
O=C(Nc1ccc(N2CCN(C(=O)c3ccco3)CC2)c(Cl)c1)c1cccnc1 | 5 | -1 | -30 | 1.2 | 0 | 18 | 8 | 0
CN(CC(=O)O/N=C(\N)c1ccccn1)S(=O)(=O)c1cc(Cl)ccc1Cl | 34 | 1 | -33 | 1.3 | 4 | -5 | -18 | 1

The whole of this part, repeating the preview:
SMILES | tim23-1 inh | UPR XBP1 act | APJ antag | UPR CHOP act | Mdm2-MdmX inh | 697 NFkB inh | Jurkat NFkB inh | APJ ag
Cn1nnc(NC(=O)COc2ccc(C3CCCCC3)cc2)n1 | 13 | 0 | 24 | 3.3 | 5 | 14 | 20 | 1
CCC(C)C1=CC(=Nc2c(C)n(C)n(-c3ccccc3)c2=O)C=C(C(C)CC)C1=O (configuration not stated) | 27 | -3 | 9 | 1.3 | 6 | 0 | 15 | -6
OC(c1ccccc1)c1nc2ccccc2s1 (configuration not stated) | 7 | 1 | -29 | 1.6 | 22 | -22 | -38 | -3
O=C(Nc1ccc(N2CCN(C(=O)c3ccco3)CC2)c(Cl)c1)c1cccnc1 | 5 | -1 | -30 | 1.2 | 0 | 18 | 8 | 0
CN(CC(=O)O/N=C(\N)c1ccccn1)S(=O)(=O)c1cc(Cl)ccc1Cl | 34 | 1 | -33 | 1.3 | 4 | -5 | -18 | 1
CCOC(=O)c1c(C)[nH]c(C)c1C(=O)CSc1nnc(-c2ccncc2)n1Cc1ccccc1 | 2 | -4 | 25 | -2.4 | 17 | 10 | -10 | -3
CC1CCCN(C(=S)Nc2ccc(Nc3ccccc3)cc2)C1 (configuration not stated) | 17 | -2 | -21 | 0.9 | -18 | -92 | -53 | -3
Cc1cc(Cn2nnc(-c3ccc(Br)cc3)n2)cc(C)c1O | 12 | -2 | 8 | 0.3 | -15 | 4 | 6 | 0
O=C(COn1nnc2ccc(C(F)(F)F)cc21)Nc1nnc(-c2ccccc2)o1 | 4 | -3 | 12 | 0.6 | -3 | 13 | 3 | -3
COc1ccc(/C=C(\NC(=O)c2ccccc2)C(=O)N/N=C/c2ccncc2)cc1 | 0 | 6 | -15 | 0.0 | 14 | 19 | 1 | 0
CC1CCCC(NC(=O)Cn2c(Cl)nc3c2c(=O)n(C)c(=O)n3C)C1C (configuration not stated) | 1 | -2 | 5 | -1.3 | 0 | 3 | 14 | -4
CCCCNC(=S)N1CCN(C(c2ccccc2)c2ccccc2)CC1 | 35 | -2 | 23 | 0.1 | 13 | 1 | 12 | -5
CCOC(=O)[C@@H]1[C@H]2COc3ccc(Br)cc3[C@@H]2N2C(=O)N(c3ccc(C(F)(F)F)cc3)C(=O)[C@]12C | -16 | -1 | 7 | 1.3 | -1 | 22 | 13 | 4
O=C(NC1CC1)C1=C[C@@H](c2c[nH]c3ccccc23)C[C@@H](OCCCCO)O1 | 0 | 2 | 19 | -0.9 | 17 | 19 | 4 | -2
Clc1ccc2c(c1)C(c1cccs1)=NNC(c1cccnc1)=N2 | 13 | -2 | -10 | 0.9 | -10 | 14 | 11 | -1
CCn1c(SCC(=O)Nc2ccc(Cl)cc2)nc2nc3c(cc2c1=O)CCCC3 | -3 | 1 | 13 | -0.7 | 31 | 1 | 15 | 1
O=C(NCc1ccco1)c1cnn2c(C(F)(F)F)cc(-c3ccccc3)nc12 | 22 | 0 | 2 | -0.3 | 29 | -13 | -4 | -7
CC(=O)N1c2ccc(S(=O)(=O)NCCC(=O)NCCc3ccc(C)cc3)cc2CC1C (configuration not stated) | 1 | -6 | -8 | 2.0 | 4 | 2 | -20 | 6
CCCN(Cc1cc2cc(C)ccc2[nH]c1=O)C(=O)c1cccc([N+](=O)[O-])c1 | 19 | -5 | 3 | -2.6 | 24 | 9 | -11 | -1
CN1CCS/C1=C/C=C1\SC(=S)N(CC(=O)O)C1=O | 5 | -1 | 30 | -0.5 | 15 | -5 | 1 | -5
CCn1c2ccccc2c2cc(NC(=O)CSc3nnc(-c4ccc(OC)cc4)n3N)ccc21 | 2 | 14 | -16 | -0.8 | 9 | -35 | -64 | 2
O=C(Nc1ccc(Oc2ccc(NC(=O)Nc3ccc([N+](=O)[O-])cc3)cc2)cc1)Nc1ccc([N+](=O)[O-])cc1 | -5 | 11 | 8 | 6.7 | 95* | 11 | 31 | 1
Cc1cccc[n+]1CC(=O)Nc1ccccc1 | 0 | -2 | -1 | -1.0 | -31 | -10 | 8 | 4
COCCCN1CC23C=CC(O2)C(C(=O)OC)C3C1=O (configuration not stated) | 6 | 2 | -8 | -0.7 | -33 | -10 | -16 | -2
Cc1ccc(-c2csc(NC(=O)c3ccc([N+](=O)[O-])o3)n2)cc1 | 44 | 1 | 5 | 3.2 | 39 | -13 | -26 | -2
CCOc1ccc2nc(N/C(N)=N/C(=S)Nc3ccc(C)c(C)c3)nc(C)c2c1 | 30 | 1 | 12 | 1.5 | 25 | -34 | 30 | 2
O=C(Cc1ccc(Br)cc1)Nc1ccc(S(=O)(=O)N2CCCC2)cc1 | 24 | -2 | -11 | 1.3 | 22 | -11 | -4 | 6
O=C(COC(=O)C1(c2ccc(F)cc2)CCCC1)NCc1ccc2c(c1)OCO2 | 22 | -2 | 0 | -2.1 | -3 | -9 | -9 | 3
CC(C)(C)c1cc(NC(=O)CSc2nnc(NCc3ccccc3)s2)n(-c2ccccc2)n1 | 29 | 9 | 5 | -0.3 | 31 | -18 | -7 | -4
CN(Cc1ccccc1)/C(=N/O)c1cccc(Cl)c1 | 18 | 6 | -15 | 4.0 | 0 | 8 | -6 | -2
CC1(C(=O)OCC(=O)Nc2ccccc2Cl)CC1(Cl)Cl (configuration not stated) | 19 | 5 | 7 | 2.8 | -22 | 10 | 0 | 1
Cc1ccc(C(=O)CSc2nc3ccccc3c(=O)[nH]2)cc1 | 4 | 0 | 3 | -2.0 | 17 | 20 | 0 | -3
COc1ccc(Br)cc1S(=O)(=O)n1ccnc1C | 3 | -3 | 4 | 0.1 | -2 | 12 | 20 | -2
COC(=O)C1C(=O)C2=C(CC1C)NC(=O)CC2c1ccc(F)cc1 (configuration not stated) | 0 | -2 | -11 | -0.4 | 1 | 13 | -5 | 3
CC(C)c1nnc(SCC(=O)NC2CCCCC2)n1C | -3 | -3 | 9 | 0.4 | -9 | 4 | 4 | -4
O=C(NC1CC1)C1CCN(c2nc3ccccc3s2)CC1 | 4 | -3 | -7 | 6.8 | -5 | -22 | -35 | 1
CCCc1nnc(NC(=O)CCC(=O)NCc2ccccc2OC)s1 | -2 | -2 | 13 | -1.6 | 14 | 26 | 0 | -4
Cn1c(N)c(Br)c(-c2ccc(F)cc2)c(C#N)c1=O | -1 | 1 | 2 | -2.0 | 20 | 2 | 12 | 0
CCOC(=O)CSc1nnc(-c2cccs2)n1-c1ccccc1 | 10 | -3 | -5 | -2.1 | 20 | 6 | 1 | -5
O=C(COC(=O)c1cc(=O)[nH]c(=O)[nH]1)Nc1cccc(S(=O)(=O)N2CCCCC2)c1 | 20 | -1 | 6 | -1.1 | 3 | 9 | -1 | 1
COc1cc(S(=O)(=O)N(Cc2ccccn2)Cc2ccccc2Cl)ccc1-n1cnnn1 | 20 | -5 | 15 | -0.8 | -9 | -17 | 13 | 2
CCC(=O)Nc1sc2c(c1C#N)CC(C)(C)NC2(C)C | 6 | -2 | 10 | 1.0 | -6 | 4 | -3 | -2
CCc1ccc(N2C(=O)C3C4C=CC(CC4)C3C2=O)cc1 (configuration not stated) | 16 | -1 | -25 | 2.4 | 13 | -28 | -23 | -1
Cc1ccc2c(c1)NC(=O)c1cccnc1N2 | 4 | 0 | -15 | 3.8 | -28 | -55 | -59 | 0
COc1ccc(CCNC(=O)C(=O)NCCC2CCCCN2S(=O)(=O)c2cccs2)cc1 (configuration not stated) | 22 | -3 | 12 | 8.3 | 22 | 2 | 9 | -4
CCOc1ccc(NC(=NCc2ccc3c(c2)OCO3)SC2CC(=O)N(c3ccc(OCC)cc3)C2=O)cc1 (configuration not stated) | -12 | 18 | -5 | 12 | 66* | -15 | 5 | -3
CCOc1ccccc1C(=O)OCC(=O)Nc1nnc(-c2ccccc2)o1 | 17 | -5 | 16 | -0.1 | 21 | 14 | 8 | 7
COc1cc(OC)cc(C(=O)NCCNC(=O)c2ccccc2)c1 | 8 | 0 | -11 | -0.6 | -9 | -6 | 1 | -5
O=C(CSc1ccc(F)cc1)Nc1ccccc1N1CCOCC1 | 27 | -1 | -9 | 0.0 | 18 | -23 | -9 | 1
CC(=O)c1ccc(NC(=S)NC(C)c2ccc(Cl)cc2Cl)cc1 (configuration not stated) | 27 | -2 | -9 | 1.7 | 30 | -7 | 8 | 3
Cc1cccn2c(=O)c(/C=C(\C#N)C(=O)NCc3ccco3)c(N3CCC(C(N)=O)CC3)nc12 | 8 | -2 | 4 | -0.3 | 25 | 12 | 13 | -3
COc1cccc(OC)c1C(=O)OCC(=O)NCCCc1ccccc1 | 9 | 0 | 1 | 3.7 | 8 | -19 | -21 | -1
Cc1ccc(S(=O)(=O)Nc2cccnc2Oc2ccc(Cl)cc2)cc1 | 46 | -3 | -24 | -0.5 | -27 | 2 | 2 | 6

Record cards (already shown). Screens in order: tim23-1 inh | UPR XBP1 act | APJ antag | UPR CHOP act | Mdm2-MdmX inh | 697 NFkB inh | Jurkat NFkB inh | APJ ag
CCC(=O)Nc1sc2c(c1C#N)CC(C)(C)NC2(C)C is listed as 6 | -2 | 10 | 1.0 | -6 | 4 | -3 | -2
COc1cccc(OC)c1C(=O)OCC(=O)NCCCc1ccccc1 is listed as 9 | 0 | 1 | 3.7 | 8 | -19 | -21 | -1
Cc1cccn2c(=O)c(/C=C(\C#N)C(=O)NCc3ccco3)c(N3CCC(C(N)=O)CC3)nc12 is listed as 8 | -2 | 4 | -0.3 | 25 | 12 | 13 | -3
O=C(CSc1ccc(F)cc1)Nc1ccccc1N1CCOCC1 is listed as 27 | -1 | -9 | 0.0 | 18 | -23 | -9 | 1

Assay outcomes deposited in PubChem by Sanford-Burnham Center for Chemical Genomics.
